# Screening data as filed in PubChem.
# BAZ2B block: inhibitors of human BAZ2B bromodomain; Q9UIF8; AlphaScreen BAZ2B-H3K14Ac peptide displacement; Potency, µM (series often up to 114 µM), for the others: top-dose activity change, negative = inhibition, usual class: inhibitors; 360,000 compounds, 4.4% hits; AID 504333; also: potency is read from the fitted curve at half-maximal effect; % is scaled to controls: 0 for no effect and ±100 for the full control effect; nearly all actives have a fitted effect of over 60% in size
#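 AlphaScreen displacement of biotin-H3(5-23)K14Ac peptide (50 nM final) from BAZ2B (50 nM final) in PBS pH 7.4, 0.01% Tween-20; complex preformed 30 min RT, then compounds (top 110 uM) 30 min RT, beads 20 min dark.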
# HP1b binding inh: inhibitors of HP1-beta chromodomain binding to methylated histone tails | AlphaScreen HP1-beta / biotin-H3K9me3 peptide binding | Potency, µM (series often up to 114 µM), for inactives: at the top dose activity change, negative = inhibition, usual class: inhibitors | 390,000 compounds, 0.56% hits | AID 540317 | P83916; also: potency is read from the fitted curve at half-maximal effect; nearly all actives have a fitted effect of over 70% in size; inactives centre near 23
# Target sequence (P83916 whole entry, looked up): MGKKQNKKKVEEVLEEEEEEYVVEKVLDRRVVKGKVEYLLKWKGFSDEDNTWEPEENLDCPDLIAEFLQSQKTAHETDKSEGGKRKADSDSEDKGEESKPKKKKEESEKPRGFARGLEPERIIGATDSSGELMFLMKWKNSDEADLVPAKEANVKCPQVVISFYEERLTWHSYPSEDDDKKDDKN
#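 AlphaScreen: HP1-beta (50 nM) preformed 30 min with biotin-H3(1-18)K9me3 peptide (50 nM) in PBS pH 7.4, 0.01% Tween-20. Compound added for 30 min at RT, then streptavidin donor/nickel chelate acceptor beads (10 ug/mL) for 30 min.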
# Tb PGK inh: T. brucei PGK inhibition. AID 602233. Potency, µM (doses to about 57.5 µM), inactives show at the top dose activity change, negative = inhibition, hits mostly inhibitors. PGK/GAPDH coupled, Kinase-Glo luminescence, 60 min. 380,000 compounds, 0.043% hits; also: potency is read from the fitted curve at half-maximal effect; % is scaled to controls: 0 for no effect and ±100 for the full control effect; nearly all actives have a fitted effect of over 60% in size
#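 Recombinant glycosomal PGK reaction used 1,3-bisphosphoglycerate generated in-well by GAPDH (100nM final) in 100mM TEA pH 7.6, 5mM MgCl2, 0.01% Tween-20. After 60 minutes at room temperature, ATP was read by Kinase-Glo Plus luminescence end-point.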
# PI4K2A block: blocks human PI4K2A kinase activity; Q9BTU6; purified PI4K2A, ADP-Glo luminescence, 1 h; active compounds read low; activity change, negative = inhibition, % at 76.9 µM; 420,000 compounds, 0.13% hits; in the data active = activity change below about -50%; inconclusive = mostly about -30% to -49%;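 also: -100% = wells without enzyme as full effect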
#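 Compounds are screened against recombinant PI4K2A using PI as substrate and ATP, the latter dispensed at 300 microM. Reactions run one hour at ambient temperature before ADP-Glo detection; full inhibition defined by wells lacking enzyme.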
# GLS inh: blocks human kidney-isoform glutaminase activity; O94925; GLS enzymatic activity, qHTS titration; Potency, µM (doses to about 45.5 µM), for the others: at the highest dose activity change, negative = inhibition, hits mostly inhibitors; 410,000 compounds, 0.21% hits; also: potency is read from the fitted curve at half-maximal effect; % is scaled to controls: 0 for no effect and ±100 for the full control effect
# Target sequence (O94925 whole entry, looked up, canonical isoform): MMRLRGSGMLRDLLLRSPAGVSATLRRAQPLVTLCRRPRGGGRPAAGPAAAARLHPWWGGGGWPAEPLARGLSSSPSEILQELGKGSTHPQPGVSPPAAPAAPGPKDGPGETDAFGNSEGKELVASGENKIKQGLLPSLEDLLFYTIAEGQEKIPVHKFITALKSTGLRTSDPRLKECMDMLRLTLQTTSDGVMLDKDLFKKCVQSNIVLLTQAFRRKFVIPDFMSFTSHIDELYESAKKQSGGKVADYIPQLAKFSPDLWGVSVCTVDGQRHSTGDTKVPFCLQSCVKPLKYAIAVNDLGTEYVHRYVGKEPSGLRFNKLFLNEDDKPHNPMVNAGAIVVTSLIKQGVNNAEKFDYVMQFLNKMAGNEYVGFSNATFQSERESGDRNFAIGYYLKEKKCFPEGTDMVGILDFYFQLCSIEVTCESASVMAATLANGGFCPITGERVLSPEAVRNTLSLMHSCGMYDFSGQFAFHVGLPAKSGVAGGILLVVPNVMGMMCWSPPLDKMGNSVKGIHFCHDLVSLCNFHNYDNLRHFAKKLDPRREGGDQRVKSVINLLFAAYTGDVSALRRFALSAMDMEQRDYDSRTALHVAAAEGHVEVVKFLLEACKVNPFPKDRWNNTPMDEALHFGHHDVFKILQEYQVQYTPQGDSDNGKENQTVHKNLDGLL
#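 Glutamate formation by hKGA was monitored fluorometrically using coupled glutamate oxidase, HRP and Amplex Red. Substrate was added as 1 mM L-glutamine solution; incubation was 30 min at RT after an initial read.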
# G9a inh: blocks human histone lysine methyltransferase G9a. G9a H3K9 monomethylation, AlphaScreen, 2 h. Potency, µM (highest dose often 102 µM), for inactives: at the highest dose activity, negative = inhibition, most hits filed as inhibitors. 350,000 compounds, 8.8% hits. AID 504332; also: potency is read from the fitted curve at half-maximal effect; % is scaled to controls: 0 for no effect and ±100 for the full control effect; nearly all actives have a fitted effect of over 75% in size
#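 Chemiluminescent proximity detection of H3K9 monomethylation, read after 10 min bead incubation in the dark. Reaction: 20 nM G9a, 500 nM biotin-H3K9 peptide, 20 uM SAM cofactor, 2 h, room temperature, following 15 min enzyme-compound preincubation.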
# POLH inh: blocks human DNA polymerase eta activity. recombinant Pol eta, fluorescent DNA replication assay. 390,000 compounds, 1.2% hits. Q9Y253. Potency, µM (highest dose often 114 µM), for inactives: at the top dose activity change, negative = inhibition, actives largely listed as inhibitors; also: potency is read from the fitted curve at half-maximal effect; % is scaled to controls: 0 for no effect and ±100 for the full control effect
#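 Fluorescent replication assay: 50 nM final substrate added after a 15 min room-temperature compound preincubation with 10 nM enzyme. Signal taken at 0 min and again at 10 min.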
# JMJD2A Tudor: JMJD2A Tudor domain (human) inhibition | AlphaScreen JMJD2A-Tudor / H3K4me3 peptide binding | O75164 | 390,000 compounds, 4.4% hits | Potency, µM (top dose mostly 114 µM), without a hit: top-dose activity change, negative = inhibition, most hits filed as inhibitors; also: potency is read from the fitted curve at half-maximal effect; % is scaled to controls: 0 for no effect and ±100 for the full control effect; nearly all actives have a fitted effect of over 50% in size
# Pin1 inh: blocks the human prolyl isomerase Pin1; Pin1 FP peptide displacement, HiFluor488, 10 min; 390,000 compounds, 0.009% hits; Q13526; Potency, µM (series often up to 115 µM), for inactives: at the top dose activity, negative = inhibition, actives largely listed as inhibitors; AID 504891; active = well fitted inhibition curve with a large enough effect in the polarisation, with a control signal flat, not every such curve was filed as active; inconclusive = small, poorly fitted or top-dose-only effect, or effect the other way, or a change in a side signal; inactive = no such curve, though single readings can be large or run the other way; the % refers to the polarisation; also: potency is read from the fitted curve at half-maximal effect; % is scaled to controls: 0 for no effect and ±100 for the full control effect
# Target sequence (Q13526 whole entry, looked up): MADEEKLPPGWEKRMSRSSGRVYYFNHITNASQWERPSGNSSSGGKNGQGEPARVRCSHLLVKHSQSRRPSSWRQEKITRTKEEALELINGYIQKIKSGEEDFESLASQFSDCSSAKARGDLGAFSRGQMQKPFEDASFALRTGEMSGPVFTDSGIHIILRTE
# Numbers without * were called inactive; i = inactive; ? = inconclusive; . = not tested or not shown; [ ] = remark or other dose. Unless noted, calls follow the shape of the dose curve; as a rule, active = well fitted curve in the direction sought with a large enough effect; inconclusive = small, poorly fitted or top-dose-only effect, or another doubt; inactive = no such curve, though single readings can be large; an effect the other way counts as inactive or inconclusive.
structure	Tb PGK inh	HP1b binding inh	GLS inh	POLH inh	Pin1 inh	BAZ2B block	G9a inh	PI4K2A block	JMJD2A Tudor
Cc1ccc([N+](=O)[O-])cc1N=Cc1ccc(Br)s1	-7%	17%	-5%	-5%	2%	8%	-10%[59 µM]	7	1%
CCc1ccccc1OCC(=O)OCC(=O)c1c(N)n(C)c(=O)n(C)c1=O	-3%	26%	-16%	-22%	5%	-3%	-5%	4	-15%
CN(CC(=O)NNC(=O)Cc1ccccc1F)S(=O)(=O)c1ccc(Cl)cc1	-4%	25%	8%	6%	-6%	-2%	-27%	4	-14%
Cc1ccc(NC(=O)C(=O)NCCc2c[nH]c3ccccc23)cc1C	-9%	22%	22%	-19%	6%	-19%	1%	3	8%
COc1ccc(COCC(CC(C)C)N2CCN(C(=O)c3cccc(C(F)(F)F)c3)CCC2=O)cc1 (centres undefined)	1%	28%	3%	-15%	?	17%	-7%	1	-19%
C(=C\c1nc2ccccc2[nH]1)/c1ccccc1	?	44%[activator]	1%	-2%	0%	7%	125%[activator][59 µM]	-55*	-2%
CCc1ccccc1NS(=O)(=O)c1cccc2nsnc12	2%	18%	17%	-6%	-13%	8%	-37%	-1	-19%
CCCC(=O)Nc1cc2c3c(c1)C(C)C(=O)N3CCC2 (centres undefined)	i	54%[activator]	-5%	-12%	-5%	-1%	3%	2	13%
CCOC(=O)c1c(NC(=O)c2ccccc2N(C)S(=O)(=O)c2ccccc2)sc2c1CCCC2	-9%	47%[activator]	2%	-4%	10%	-3%	35%[activator][59 µM]	3	-9%
Cc1ccc(-c2c[n+](CC(=O)Nc3cc(=O)n(C)c(=O)n3C)c3n2CCC3)cc1	8%	14%	3%	-12%	1%	11%	45%[activator][59 µM]	0	-11%
CCc1ccc(OCCNC(=O)c2cc(SC)ccc2Cl)cc1	-2%	56%[activator]	3%	-13%	-1%	25%	.	2	23%
COc1ccc(NC(=O)CN2CCN(Cc3ccccc3Cl)S2(=O)=O)cc1Cl	-4%	37%[activator]	4%	-18%	22%	1%	-1%[59 µM]	-2	3%
O=C(NCc1ccc(Cl)cc1)C(=O)NCC(c1ccc2c(c1)OCO2)N1CCOCC1 (centres undefined)	-1%	17%[57 µM]	-9%	-7%	1%	1%	-1%[59 µM]	-5	-15%
C=CCNC(=O)c1c(O)c2cccc3c2n(c1=O)CCC3	-2%	29%	-5%	-4%	3%	3%	20%[0.501 µM]	-5	-11%
COc1ccc(-c2nc3sc(CCNC(=O)C(=O)Nc4ccc(C)c(F)c4)c(C)n3n2)cc1	-8%	18%	5%	-1%	-2%	-17%	4%[59 µM]	0	-19%
Cc1nc(-c2cccc(NC(=O)c3ccc(-n4cccn4)cc3)c2)cs1	10%	34%	0%	-7%	3%	5%	19%[12.7 µM]	-5	1%
COc1cccc(C(=O)Oc2cc(N)n(S(=O)(=O)c3ccc(C)cc3)n2)c1OC	i	11%	-5%	8%	12%	-9%	0%	21	-31%
CC1(C)C2CCC1(CS(=O)(=O)N1CCC(C(=O)O)CC1)C(=O)C2 (centres undefined)	-5%	35%	4%	-17%	1%	1%	.	1	-18%
O=C(c1cccs1)N1CCN(C(=O)c2cn(-c3ccccc3)nc2-c2ccccc2)CC1	-7%	-2%	-2%	-14%	4%	.	.	-3	-16%
CN1CCN(c2ccc(CNS(=O)(=O)c3cccc(F)c3)cc2)CC1	-2%	29%	30%	-21%	1%	-12%	-17%	-1	-4%
COC(=O)c1sccc1NC(=O)c1cccc(OC)c1	-1%	55%	19%	?	3%	34%	156%[activator]	2	?
Cc1ccc(/C(O)=C2/C(=O)C(=O)N(Cc3cccnc3)C2c2ccccn2)cc1 (centres undefined)	-3%	4%	71%[activator]	-15%	-2%	-33%	?	2	-23%
O=C(NNC(=O)c1ccncc1)NC1CCCCC1	-1%	39%[activator]	29%	4%	-12%	8%	.	-1	2%
CC1CCC2(CC1)NC(=O)N(CC(=O)N1CC(C)CC(C)C1)C2=O (centres undefined)	0%	1%	-5%	-1%	-3%	.	.	0	-1%
Cc1cc(C)c(NC(=O)Cn2c(SCC(=O)NCc3ccccc3)nc3ccccc32)c(C)c1	i	-5%	-19%	7%	6%	-20%	5%[59 µM]	5	-29%
N#Cc1ccc(-c2cccs2)nc1SCc1ccc(Cl)cc1Cl	-4%	105%[activator]	2%	-20%	?	31%	125%[activator][59 µM]	-8	70%[activator]
Cc1ccc2c(c1)N(CC(=O)NC1CCCCC1)C(=O)c1cccnc1O2	-6%	32%	-4%	-11%	-11%	8%	23%	2	-8%
Cc1cc(=O)n2nc(N(C)CC(=O)NCc3ccccc3C)sc2n1	i	21%	-1%	-3%	1%	1%	0%[59 µM]	-4	-4%
O=S(=O)(Nc1nc2ccccc2nc1NCc1ccco1)c1cccs1	0%	7%	35%[activator]	-11%	-5%	-8%	50µM*	4	-17%
Cc1ccc(C)c(NC(=O)CN(C)C(=O)C2=NNC(=O)CC2)c1	-7%	31%	-6%	-22%	3%	.	.	10	4%

# Next section; the last 2 above are carried over.
structure	Tb PGK inh	HP1b binding inh	GLS inh	POLH inh	Pin1 inh	BAZ2B block	G9a inh	PI4K2A block	JMJD2A Tudor
O=S(=O)(Nc1nc2ccccc2nc1NCc1ccco1)c1cccs1	0%	7%	35%[activator]	-11%	-5%	-8%	50µM*	4	-17%
Cc1ccc(C)c(NC(=O)CN(C)C(=O)C2=NNC(=O)CC2)c1	-7%	31%	-6%	-22%	3%	.	.	10	4%
CC(=O)Oc1ccc(-c2cccc(C(=O)NCCO)c2)cc1	3%	22%	23%	-10%	-3%	1%	5%	-14	7%
O=C(CSc1nc2ccccc2n1CC(=O)N1CCCC1)N1CCN(C(=O)c2ccco2)CC1	-6%	35%	6%	-2%	-3%	7%	-12%[59 µM]	-3	4%
COc1cc(NC(=O)CSc2nc(C3CC3)nc3ccccc23)cc(OC)c1	-4%	-20%	-12%	-15%	3%	3%	16%[59 µM]	5	-16%
COc1ccc(N2CCN(C(=O)[C@@H](NC(=O)c3cc(OC)cc(OC)c3)C(C)C)CC2)cc1	12%	-10%	11%	-5%	2%	-15%	-1%	5	-16%
CC1C(=O)O[C@@H]2C[C@@H](C)[C@@H]3CCC(=O)[C@@]3(C)[C@@H](O)[C@H]12 (some centres undefined)	-8%	36%	-1%	1%	-4%	-3%	29%[59 µM]	-2	1%
CSc1ncc(C(=O)NCc2ccc(C)cc2)c(-c2ccccc2)n1	i	16%	-10%	-7%	0%	-6%	-7%[59 µM]	8	-10%
CN(/N=C/C=C/c1ccccc1)C1=NS(=O)(=O)c2ccccc21	-1%	28%	2%	-5%	1%	7%	9%	4	-17%
O=C1c2cc(Cl)ccc2OC2(CCNCC2)C12CC(c1ccc(Cl)cc1)=NO2 (centres undefined)	-4%	6%	4%	-16%	19%	-6%	-47%[59 µM]	0	?
O=C(O)C1=C[C@@H](c2csc3ccccc23)C[C@@H](OCc2ccc(CO)cc2)O1	-4%	23%	14%	-13%	-4%	-21%	18%[12.7 µM]	-6	-6%
CC(=O)c1ccc(NC(=O)c2ccc(N3CCCC3=O)cc2)cc1	-2%	-9%	-2%	-4%	?	9%	-3%	0	-19%
COC(=O)C1=C(C)C(c2cccs2)NC(=O)N1C (centres undefined)	-2%	15%	7%	-14%	0%	6%	-9%[59 µM]	6	-12%
O=C(CCS(=O)(=O)c1cccc2nonc12)NCCc1ccccc1Cl	-1%	21%	1%	9%	5%	-2%	3%[12.7 µM]	4	-7%
COc1ccc(SC[C@H](Cc2ccccc2)N2CCN(CCc3ccccc3)CCC2=O)cc1	8%	-3%	4%	-18%	?	-34%	-4%[59 µM]	4	?
CCC1(c2ccc(Cl)cc2)NC(=O)N(CC(=O)N2CCN(C(=O)c3ccco3)CC2)C1=O (centres undefined)	1%	23%	0%	-9%	0%	.	.	-4	-2%
Cc1nnc(SCC(=O)N2CCOCC2)s1	-8%	26%	1%	-2%	-9%	0%	-17%[12.7 µM]	4	-7%
N/C(=N\OC(=O)c1ccc2ccccc2c1)c1ccc(Br)cc1	-8%	27%	-2%	-21%	-1%	12%	3%[59 µM]	6	2%

# As a working copy, six of the compounds above:
structure	Tb PGK inh	HP1b binding inh	GLS inh	POLH inh	Pin1 inh	BAZ2B block	G9a inh	PI4K2A block	JMJD2A Tudor
CC(=O)Oc1ccc(-c2cccc(C(=O)NCCO)c2)cc1	3%	22%	23%	-10%	-3%	1%	5%	-14	7%
O=C(CSc1nc2ccccc2n1CC(=O)N1CCCC1)N1CCN(C(=O)c2ccco2)CC1	-6%	35%	6%	-2%	-3%	7%	-12%[59 µM]	-3	4%
COc1cc(NC(=O)CSc2nc(C3CC3)nc3ccccc23)cc(OC)c1	-4%	-20%	-12%	-15%	3%	3%	16%[59 µM]	5	-16%
COc1ccc(N2CCN(C(=O)[C@@H](NC(=O)c3cc(OC)cc(OC)c3)C(C)C)CC2)cc1	12%	-10%	11%	-5%	2%	-15%	-1%	5	-16%
CC1C(=O)O[C@@H]2C[C@@H](C)[C@@H]3CCC(=O)[C@@]3(C)[C@@H](O)[C@H]12 (some centres undefined)	-8%	36%	-1%	1%	-4%	-3%	29%[59 µM]	-2	1%
CSc1ncc(C(=O)NCc2ccc(C)cc2)c(-c2ccccc2)n1	i	16%	-10%	-7%	0%	-6%	-7%[59 µM]	8	-10%

# Not all compounds are listed; rates above refer to the full screens.
